SMARCA2 act – SMARCA2 (BRM) function activators, primary screen, cell-based, luminescence, high throughput; MG213 cells, MMTV-luciferase reporter, dexamethasone, overnight; activation, % at 9.1 µM; actives 1% (n = 370,000); AID 652017, 2013; in the data active = activation above about 7.8%;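 note: 0% = vehicle wells and 100% = reference activator wells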
NPR1 activator – GC-A stimulated cGMP production enhancers – HEK293 GC-A cells, cGMP TR-FRET, EC30 ANP, primary screen; Atrial natriuretic peptide receptor 1 (Homo sapiens), P16066; 0% at EC30 ANP, 100% saturating ANP; activation, % at 10 µM; actives 0.14% (n = 370,000); in the data active = activation above about 40%
GAA850 FXN act – FXN promoter activators, primary screen, cell-based, luciferase luminescence, HEK293 lucGAA850; HEK293 lucGAA850 FXN promoter luciferase reporter, 24 h; percent of 10 µM SAHA response; actives 0.56% (n = 360,000); activation, % at 6 µM;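 active = activation above the average of all compounds screened plus 3 SD, cutoff fixed separately per campaign, cut at about 7.5% in these data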;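 note: 0% = DMSO wells and 100% = 10 µM SAHA wells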
NPR2 activator – human GC-B receptor activators, primary screen, HEK293 GC-B cells, cGMP TR-FRET, EC30 CNP; Atrial natriuretic peptide receptor 2 (Homo sapiens), P20594; 0% at EC30 CNP, 100% saturating CNP; activation, % at 10 µM; actives 0.11% (n = 370,000);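 active = activation at 10 µM reaching about 35% in either raw or pattern-adjusted values, limit read from the data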
ssDAF12 agonist – S. stercoralis DAF-12 nuclear receptor activators, primary screen, cell-based, luminescence, HEK293, GRIP1 co-expression, lit1-tk-luc; actives 1% (n = 370,000); AID 652126, 2013; HEK293 ssDAF-12/GRIP1 lit1-tk-luc reporter; % of 3 µM dafachronic acid response; activation, % at 6.8 µM; Nuclear hormone receptor DAF-12 (Strongyloides stercoralis);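 active = activation above the mean over all tested compounds plus 3 SD, cut at about 0.9% in these data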;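 note: 0% = DMSO-only wells and 100% = 3 µM delta7-dafachronic acid wells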
ADAM10 inh – human ADAM10 inhibitors, primary screen, biochemical, QFRET, HTS | Disintegrin and metalloproteinase domain-containing protein 10 (Homo sapiens), O14672 | recombinant ADAM10, EDANS/DABCYL FRET peptide cleavage, 3 h | inhibition, % at 7 µM | actives 0.62% (n = 370,000);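 active = inhibition above a per-campaign cutoff equal to the mean of compounds falling between control-based bounds plus 3 SD, cut at about 20% in these data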;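 note: 0% = DMSO wells while the 100% control is not disclosed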
Target sequence (O14672 214-748 limits assumed): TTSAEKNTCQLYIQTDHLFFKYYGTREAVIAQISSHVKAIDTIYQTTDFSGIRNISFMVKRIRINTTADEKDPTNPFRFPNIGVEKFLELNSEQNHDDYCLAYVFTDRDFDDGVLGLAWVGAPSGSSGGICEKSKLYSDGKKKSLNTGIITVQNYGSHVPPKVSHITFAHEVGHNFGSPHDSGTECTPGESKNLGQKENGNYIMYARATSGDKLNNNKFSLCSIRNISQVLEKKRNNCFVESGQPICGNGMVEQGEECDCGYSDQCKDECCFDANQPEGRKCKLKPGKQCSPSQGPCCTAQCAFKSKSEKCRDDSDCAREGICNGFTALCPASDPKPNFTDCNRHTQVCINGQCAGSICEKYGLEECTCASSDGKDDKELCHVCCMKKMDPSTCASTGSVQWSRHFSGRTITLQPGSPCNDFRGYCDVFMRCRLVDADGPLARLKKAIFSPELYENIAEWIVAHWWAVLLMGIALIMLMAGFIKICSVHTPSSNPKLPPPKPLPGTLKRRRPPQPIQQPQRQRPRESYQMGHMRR
HGIII-sPLA2 inh – human group III sPLA2 inhibitors, primary screen, biochemical, QFRET, BODIPY PC-A2 liposome substrate. Group 3 secretory phospholipase A2 (Homo sapiens), Q9NZ20. QFRET BODIPY PC-A2 liposome hydrolysis, fluorescence. inhibition, % at 12.2 µM. actives 0.56% (n = 370,000). AID 743126, 2013;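 active = inhibition above mean plus 3 SD of compounds lying within the high and low control bounds, cut at about 19% in these data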;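 note: 0% = median of test compound wells and 100% = no enzyme DMSO wells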
DAX1 inh-1 – DAX1 (NR0B1) inhibitors on StAR promoter, primary screen, cell-based, luminescence, SF-1 (NR5A1), full-length DAX-1. HEK293T StAR-luciferase reporter, SF-1/DAX-1 repression relief. inhibition, % at 6.8 µM. actives 1.1% (n = 370,000). AID 652010, 2013;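 active = inhibition above the mean over all tested compounds plus 3 SD, cut at about 3.6% in these data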;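 note: 0% = DAX-1 cells with DMSO and 100% = cells lacking DAX-1 with DMSO; higher inhibition means more luminescence from relief of DAX-1 repression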
hcDAF-12 act – H. contortus DAF-12 nuclear receptor activators, primary screen, cell-based, luminescence, HEK293, lit1-tk-luc reporter. HEK293 hcDAF-12 lit1-tk-luc reporter; 0% DMSO, 100% Δ7-dafachronic acid. activation, % at 6.8 µM. actives 1.4% (n = 370,000);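 active = activation above the mean of all tested compounds plus 3 SD, cut at about 5.5% in these data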;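 note: 100% = response to 3 µM Δ7-dafachronic acid high control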
DAX1 inh-2 – DAX1 (NR0B1) inhibitors, primary screen, cell-based, HEK293, Gal4-DAX1, luciferase luminescence. Nuclear receptor subfamily 0 group B member 1 (Homo sapiens), P51843. HEK293 Gal4-DAX1 luciferase reporter. inhibition, % at 6.75 µM. actives 0.99% (n = 340,000). AID 504766, 2011;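 active = inhibition above the mean over all tested compounds plus 3 SD, cut at about 4.2% in these data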;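 note: 0% = DAX1-transfected cells with DMSO and 100% = empty-vector control cells with DMSO; inhibition shows as a rise in luminescence from relieved DAX1 repression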
Target sequence (P51843 207-470 limits assumed): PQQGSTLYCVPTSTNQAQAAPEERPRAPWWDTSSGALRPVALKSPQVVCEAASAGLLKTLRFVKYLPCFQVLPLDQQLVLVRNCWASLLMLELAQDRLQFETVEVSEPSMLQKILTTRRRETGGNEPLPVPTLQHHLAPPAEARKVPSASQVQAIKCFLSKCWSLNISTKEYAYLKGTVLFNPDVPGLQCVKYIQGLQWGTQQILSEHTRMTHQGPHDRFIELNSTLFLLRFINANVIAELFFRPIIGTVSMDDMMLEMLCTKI
hgDAF-12 ag – H. glycines DAF-12 receptor agonists, primary screen, cell-based, luminescence, HEK293, GAL4 fusion, UAS-luciferase | Nuclear hormone receptor DAF-12 (Heterodera glycines), GAL4 fusion | HEK293 GAL4-hgDAF12 UAS-luciferase reporter, agonist luminescence; normalized to butyrate control | activation, % at 6.8 µM | actives 1.8% (n = 370,000);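 active = activation above a cutoff set at the mean of all screened compounds plus 3 SD, cut at about 10% in these data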;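 note: 0% = DMSO wells and 100% = sodium butyrate wells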
* hit, by the source's call; . = no result given.

SMILES	SMARCA2 act	NPR1 activator	GAA850 FXN act	NPR2 activator	ssDAF12 agonist	ADAM10 inh	HGIII-sPLA2 inh	DAX1 inh-1	hcDAF-12 act	DAX1 inh-2	hgDAF-12 ag
CCOC(=O)/C(C#N)=C\C=C1C=CN(C)C=C1	7	-18	2.3	-8	-0.3	6	-8	1.4	1.7	2.3	6.9
CSc1nc(C)cc(OCCNS(=O)(=O)c2ccc(C)cc2)n1	0	-7	-1.0	3	-1.6	-2	-3	-0.9	-0.5	-1.2	-1.3
Cc1ccc(S(=O)(=O)N2CCCCC2)cc1NC(=O)C1CC(=O)N(Cc2ccccc2)C1 (centres undefined)	-3	-2	-2.6	5	-1.4	5	-15	-0.6	-1.9	1.1	-1.7
Cc1cccc(Cl)c1OCCN1CCCC1	0	4	1.9	2	-0.8	2	18	0.3	0.3	-2.0	0.9
O=C(CN1C(=O)C2C3C=CC(C4CC34)C2C1=O)Oc1ccccc1 (centres undefined)	-1	1	1.5	6	-0.9	1	0	0.4	-1.1	0.6	0.4
COC(=O)c1ccc(COC(=O)c2cnccn2)cc1	1	3	0.5	7	-1.3	2	1	-0.8	-0.3	0.6	0.2
O=C(OCC(=O)N1CCN(c2ccccc2)CC1)c1nc(Cl)ccc1Cl	-2	1	0.6	-12	-0.6	-8	5	-0.9	0.9	-0.5	-1.1
CCOC(=O)C1(C)Oc2ccccc2C(C(=O)OC)=C1C(=O)OC (centres undefined)	1	-5	-0.7	3	-1.8	-17	14	3.4	-1.4	-0.7	-1.1
COCc1cc(C)n(CC(=O)Nc2cccc(C)c2)c(=O)c1C#N	0	0	-0.7	-1	0.1	-116	9	0.0	-1.0	0.0	1.1
COc1cccc(-c2cc(C(C)=O)c3n(c2=O)CCC3)c1OC	-1	3	.	-4	-1.5	6	-2	0.8	-1.3	.	-0.1
CN1C(=O)c2cc(NC(=O)Nc3ccccc3)ccc2OC[C@H]2O[C@@H](CC(=O)NCC(F)(F)F)CC[C@@H]21	-5	0	.	-1	-1.7	0	-17	0.7	1.8	.	-0.7
O=C(N/C(=C\c1cccc([N+](=O)[O-])c1)C(=O)N1CCCCC1)c1cccs1	-3	-4	1.1	3	-1.2	-10	8	0.1	-1.9	-0.1	-2.0
CCOc1ccc(-c2nnn(CC(=O)Nc3ccccc3OC)n2)cc1OCC	1	4	4.2	0	-1.5	6	-1	-0.1	-0.8	1.0	-0.5
CCC(O)(CC)C(=O)N/N=C/c1cc(Br)cc(Br)c1O	-5	1	-3.4	-5	-1.6	-113	13	-1.7	-1.4	3.7	-6.9
CN(CC(=O)Nc1ccc(N2CCOCC2)cc1)CC(=O)Nc1ccc([N+](=O)[O-])cc1Br	-1	1	-0.8	8	-1.7	7	0	-0.7	-0.5	0.5	-0.6
COc1ccc(NC(=O)c2sccc2C)c([N+](=O)[O-])c1	2	0	1.8	-6	-0.3	6	7	1.3	0.8	1.7	6.7
CCCNC(=O)c1cc(-c2ccc(Br)cc2)on1	3	11	5.8	-3	-0.7	0	-2	1.7	-1.7	1.2	2.8
c1ccc(-c2ccc(C3=Nn4c(Cn5nnc6ccccc65)nnc4SC3)cc2)cc1	-1	-8	0.3	-11	-1.0	16	-25	-1.0	-0.1	-1.2	-1.5
Cc1nnc(SCC(=O)n2c3c(c4ccccc42)CCCC3)s1	-2	0	-0.4	-2	-1.5	7	-13	-0.7	0.4	-1.2	-0.7
COc1ccc(NC(=O)CSc2ccccn2)cc1	3	3	1.0	-1	-0.5	0	8	0.5	0.9	-0.5	5.0
COc1ccc2c(c1)CCc1c(C(=O)N3CCc4ccccc4C3)noc1-2	2	2	0.7	2	-1.1	2	-1	-0.7	-0.8	-1.1	2.5
O=C1CC(=C2c3ccccc3-c3ccccc32)C(=O)N1CCN1CCN(c2cccc(Cl)c2)CC1	1	-5	-0.3	-2	-0.9	0	3	0.0	-0.1	-2.8	-2.0
Cc1nn(-c2ccccc2)c(C)c1/C=N/O	2	9	4.3	4	-0.8	7	2	0.2	-0.9	0.2	0.9
CN(C)c1ccc(-c2nnc(-c3cccs3)o2)cc1	3	15	3.2	2	0.5	-57	4	5.8*	4.8	4.4*	20*
Cc1cccc(CCNC(=O)CCS(=O)(=O)c2cc3c(cc2Cl)NC(=O)CO3)c1	-2	-2	-7.7	-5	-1.0	4	6	0.1	-2.9	0.0	2.3

An excerpt from above with just GAA850 FXN act, ADAM10 inh and NPR1 activator.
structure	GAA850 FXN act	ADAM10 inh	NPR1 activator
COC(=O)c1ccc(COC(=O)c2cnccn2)cc1	0.5	2	3
O=C1CC(=C2c3ccccc3-c3ccccc32)C(=O)N1CCN1CCN(c2cccc(Cl)c2)CC1	-0.3	0	-5
Cc1cccc(Cl)c1OCCN1CCCC1	1.9	2	4
COc1cccc(-c2cc(C(C)=O)c3n(c2=O)CCC3)c1OC	.	6	3
COc1ccc(NC(=O)CSc2ccccn2)cc1	1.0	0	3

Returning to the listing, repeating the two entries before the break.
SMILES	SMARCA2 act	NPR1 activator	GAA850 FXN act	NPR2 activator	ssDAF12 agonist	ADAM10 inh	HGIII-sPLA2 inh	DAX1 inh-1	hcDAF-12 act	DAX1 inh-2	hgDAF-12 ag
CN(C)c1ccc(-c2nnc(-c3cccs3)o2)cc1	3	15	3.2	2	0.5	-57	4	5.8*	4.8	4.4*	20*
Cc1cccc(CCNC(=O)CCS(=O)(=O)c2cc3c(cc2Cl)NC(=O)CO3)c1	-2	-2	-7.7	-5	-1.0	4	6	0.1	-2.9	0.0	2.3
FC(F)(F)Oc1ccc(Cn2ccc3ccc(-c4ccc5ccn(Cc6ccccc6)c5c4)cc32)cc1	-2	0	.	-4	-0.6	-24	2	-1.4	0.0	.	0.7
COc1cc(/C=N/NC(=O)c2ccncc2)ccc1Oc1ccc([N+](=O)[O-])cn1	-2	0	-1.1	0	-1.3	4	-2	0.0	-1.2	0.2	-0.5
CC(C(=O)Nc1ccc2c(c1)OCCO2)N1CCN(C(=O)c2ccco2)CC1 (centres undefined)	-3	1	1.1	-2	-1.1	-4	11	-0.1	-1.7	1.0	0.7
Cc1cccc(CCNC(=O)C2CCCN(c3cnccn3)C2)c1 (centres undefined)	-2	-2	1.9	2	-1.3	-51	-1	-1.5	-2.9	-1.0	-1.9
Cc1cc(C)c2nc(NNC(=O)c3ccc(S(=O)(=O)N4CCc5ccccc5C4)cc3)sc2c1	-2	2	-1.6	-1	-1.0	14	50*	-3.9	0.9	-2.4	-2.1
CC1(C(=O)Nc2ccccc2)Cc2c(-c3cccc(C(N)=O)c3)ccnc2O1 (centres undefined)	-2	-7	-2.7	-5	-1.2	-2	-3	-1.4	-0.8	.	-0.5
CCOC(=O)c1cnc(SC)nc1N1CCCC1	-1	-2	4.2	-8	-1.5	-1	-1	1.1	0.0	2.2	0.1
COc1ccccc1N1CCN(C(=O)Nc2ccc([N+](=O)[O-])cc2)CC1	-1	-3	1.1	-1	-1.3	4	-4	-0.4	-1.4	0.2	-3.7
O=C(NC(C(=O)N/N=C/c1cccc2ccccc12)c1n[nH]c(=O)c2ccccc12)c1ccccc1 (centres undefined)	1	-4	2.1	-6	-0.8	22*	-42	0.2	0.3	0.7	-1.2
COc1cccc(N2C(C(C)=O)=NN(c3ccccc3)C2c2ccc(N3CCOCC3)cc2)c1 (centres undefined)	0	-1	0.8	7	0.6	-10	1	1.2	1.4	1.3	11*
O=C(Nc1cccnc1)c1ccc2c(c1)OCO2	3	1	0.3	-2	-0.8	-5	5	0.9	1.9	0.4	3.5
CCC1(c2ccc(F)cc2)NC(=O)N(CC(=O)N2CCN(C(=O)c3ccco3)CC2)C1=O (centres undefined)	-3	-1	0.2	-3	-1.1	-9	-5	0.5	-0.5	0.0	-0.8
O=C(OCc1nc2scc(-c3ccccc3)c2c(=O)[nH]1)c1cc([N+](=O)[O-])ccc1Cl	-1	3	-0.6	1	-1.3	-5	2	-0.2	-1.3	-0.4	-1.3
COC(=O)c1ccc(NC(=S)NC2CCCCC2C)cc1 (centres undefined)	-1	4	3.6	8	-1.5	6	-3	0.3	1.0	1.5	-1.9
Cc1ccc(C(=O)N/N=C/c2c[nH]c3ccccc23)o1	-1	1	2.9	-2	0.0	0	1	0.1	6.4*	0.0	7.1
Cc1ccccc1S(=O)(=O)Nc1nc2ccccc2nc1N1CCOCC1	0	-1	0.0	1	-0.3	-5	-14	0.4	-1.1	2.2	1.7
Cn1c(/C=C/c2ccc(Cl)cc2Cl)c([N+](=O)[O-])c(=O)n(C)c1=O	-2	3	-8.7	-2	-0.8	-8	1	0.0	0.1	1.4	-0.8
Cn1c(=O)c(=O)n(C)c2cc(S(=O)(=O)CCC(=O)Nc3cccc(C(F)(F)F)c3)ccc21	-2	-1	-0.8	3	-1.3	0	-2	0.1	-2.6	1.1	0.4
CN1OC[C@@H]2CN(C(=O)CCc3ccccc3)[C@H](c3cccc(-c4ccccc4)c3)C[C@@H]21	2	-3	-0.7	-2	-1.9	6	-9	0.3	-3.0	-0.9	-2.2
CCC(CC)C(=O)Nc1nnc(S(=O)(=O)N2CCCC2)s1	-5	0	1.2	-6	-0.5	-12	4	-0.9	-2.2	0.5	-2.2
COC(=O)N1CCCCC1c1cc(C(=O)NCc2ccc(Cl)c(Cl)c2)no1 (centres undefined)	-2	8	1.3	2	-1.4	-5	3	-0.5	-2.6	.	-4.5
COc1ccc2c(CCNC(=O)c3ccco3)c[nH]c2c1	9.6*	-4	1.0	0	0.1	7	-18	0.7	1.3	2.4	4.6
O=C(c1cc(-c2cccc(O)c2)on1)N1CCCC1	4	0	1.5	-4	-0.2	-1	-5	1.7	5.5	2.9	13*
CN(C)c1ccc([N+](=O)[O-])cc1C(=O)O	-2	4	0.8	1	-0.9	10	5	0.3	0.3	1.4	-0.8
Cc1ccc(NCc2nnc(SCCN3CCCCC3)n2CC2CCCO2)cc1Cl (centres undefined)	-3	-3	0.2	6	-1.4	-4	-9	-0.5	-0.1	1.0	-1.0
CC(=O)N(C)c1ccc(NC(=O)C(F)(F)F)cc1	-2	-3	-2.5	1	-1.1	1	13	-0.1	0.6	-0.6	0.1
Clc1ccc(COc2ccccn2)cc1Cl	0	-6	2.2	-5	-1.0	4	-1	0.0	-2.0	0.5	-1.0
